# Source: PubChem BioAssay
# esBAF inh = SWI/SNF esBAF complex inhibition; mouse ES cells, Bmi1-luciferase knock-in reporter, 24 h; 100% = twice the neutral-well signal; reporter increase, % at 12.5 µM; hit rate 2% among 350,000; in the data active = activation above about 40%;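 also: 0% = median of the plate's neutral control wells and 100% = double that signal; a rise in the Bmi1 reporter signal indicates esBAF inhibition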
# FN deposit inh = fibronectin deposition inhibition | hit rate 0.086% among 350,000 | AID 743247 | inhibition, % at 12.6 µM | AH1F fibroblasts, Alexa488-fibronectin deposition fluorescence, overnight;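 active = mean inhibition across replicates of 30% or more, regardless of how many single replicates reach that level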;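 also: positive control wells lacked labelled fibronectin entirely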
#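 Test system: AH1F fibroblast monolayer depositing Alexa488-labelled fibronectin into matrix. Input: 10000 cells per well. Technique: fluorescence, ex 485 nm, em 525 nm. Buffer or medium: DMEM plus 2% serum, read in PBS. Timing: 1 h cell adhesion before compound, then overnight fibronectin incubation. Compound: single dose, pinned. Read-out basis: inhibition from reduced deposited-fibronectin fluorescence.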
# Casp6 inh = inhibitors of human caspase-6; P55212; purified caspase-6, Z-VEID-R110 cleavage fluorescence; inhibition, % at 12.5 µM; hit rate 0.53% among 350,000; AID 686996;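 active = mean inhibition across replicates at least about 35%, with every replicate also reaching that limit, limit read from the data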;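 also: 0% = median of neutral control wells and 100% = no fluorescence left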
# Target sequence (P55212 24-179 limits assumed): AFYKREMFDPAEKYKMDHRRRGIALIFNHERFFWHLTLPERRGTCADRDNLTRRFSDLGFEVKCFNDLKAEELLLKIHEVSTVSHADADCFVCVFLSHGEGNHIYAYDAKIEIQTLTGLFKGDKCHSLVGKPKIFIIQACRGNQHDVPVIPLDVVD
# Target sequence (P55212 194-293 limits assumed): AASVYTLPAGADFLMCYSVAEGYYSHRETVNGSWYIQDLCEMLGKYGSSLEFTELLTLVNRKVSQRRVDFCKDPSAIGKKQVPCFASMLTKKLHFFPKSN
# LGR2 inh = inhibitors of bursicon-induced Drosophila LGR2 receptor cAMP signaling. HEK293 LGR2, CRE-luciferase, bursicon-stimulated, 4 h. inhibition, % at 9.99 µM. hit rate 0.35% among 380,000. AID 720647;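 active = drop in luminescence signal, shown as inhibition above about 50% in the replicate tests, limit read from the data, passing the limit was not always enough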;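 also: agonist challenge used bursicon conditioned medium at about half maximal strength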
# SIRT5 inh = sirtuin-5 (human) deacylase inhibition. inhibition, % at 15 µM. Purified SirT5, succinyl-peptide AMC, trypsin-coupled fluorescence. AID 652115. hit rate 1.1% among 330,000; in the data active = inhibition above about 15%
# Target sequence (Q9NXA8 whole entry, looked up): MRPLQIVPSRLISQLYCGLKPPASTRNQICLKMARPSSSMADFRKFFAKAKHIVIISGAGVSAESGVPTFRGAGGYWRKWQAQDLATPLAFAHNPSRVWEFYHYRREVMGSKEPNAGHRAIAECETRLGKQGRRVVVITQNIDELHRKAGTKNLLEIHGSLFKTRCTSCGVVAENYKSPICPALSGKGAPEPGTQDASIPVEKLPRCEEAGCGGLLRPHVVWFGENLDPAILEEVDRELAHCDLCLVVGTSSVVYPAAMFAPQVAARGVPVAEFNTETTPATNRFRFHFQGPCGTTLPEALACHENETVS
# Statin myotox sup = protects C2C12 myotubes from simvastatin toxicity | rescue of ATP level, % at 7.49 µM | ATP luminescence, 48 h; scaled: DMSO 0, geranylgeraniol control 100 | hit rate 0.78% among 330,000;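 active = mean ATP rescue above about 67%, or every replicate alone reaching that limit, limit read from the data, passing the limit was not always enough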;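 also: myotubes were challenged with 10 µM simvastatin during compound exposure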
# S100A4 inh HTS = inhibitors of human S100A4 binding to myosin IIA peptide. P26447. hit rate 0.14% among 360,000. inhibition, % at 10.7 µM. S100A4/TAMRA-MyoIIA peptide fluorescence polarization. AID 652163;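 active = mean inhibition of at least 70% across replicates, with every replicate also reaching that level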
# Target sequence (P26447 whole entry, looked up): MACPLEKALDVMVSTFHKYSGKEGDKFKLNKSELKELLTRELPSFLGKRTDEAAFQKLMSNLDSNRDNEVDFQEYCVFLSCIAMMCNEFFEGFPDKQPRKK
#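 Material: S100A4 monomer protein / Buffer or medium: 50 mM HEPES pH 7.2, 10 mM CaCl2, 100 mM KCl / Times: 5 min incubation before reading / Benchmarks: neutral control DMSO, positive control TFP / Reagent: labelled myosin peptide probe, 5 nM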
# Active calls of the source: *; / = not tested or not shown. A portion of the library, so the mix of outcomes need not match the whole.
1) CCN(CC)CCNC(=O)c1ccc(NC(=O)C2CC(=O)N(c3ccc4c(c3)OCCO4)C2)cc1 (stereo not drawn)
2) Cc1ccc(C(=O)NCC(=O)OCC(=O)N(CC(C)C)c2c(N)n(Cc3ccccc3)c(=O)[nH]c2=O)cc1C
3) CCc1nn(CCCC(=O)N2CCC(C)CC2)c(=O)c2cc3occc3n12
4) CCOc1cccc2sc(N3CCN(C(=O)c4ccc5ncsc5c4)CC3)nc12
5) CCCCCn1c(SCCN2CCOCC2)nc2c1c(=O)[nH]c(=O)n2C
6) CCOc1ccc(N(CC(=O)NCCOc2ccccc2OC)S(=O)(=O)c2ccccc2)cc1
7) CCNC(=O)COC(=O)c1cc(-c2ccc(OC)cc2)nc2ccccc12
8) C[C@H](CO)N1C[C@H](C)[C@H](CN(C)C(=O)Cc2ccncc2)Oc2ncc(C3=CCCC3)cc2C1=O
assay / compound	1	2	3	4	5	6	7	8
esBAF inh	-9	3	0	/	2	/	9	3
FN deposit inh	/	-6	-4	-2	15	5	9	-10
Casp6 inh	-13	-1	-6	10	/	6	/	4
LGR2 inh	2	6	-7	4	/	10	/	0
SIRT5 inh	/	1	1	-2	/	-7	/	-7
Statin myotox sup	3	8	41	/	-9	/	-4	49
S100A4 inh HTS	-1	-1	0	-3	/	116*	/	-31

9) O=C(NC1CCCCC1)N(Cc1cc2cc3c(cc2[nH]c1=O)OCCO3)C1CCCCC1
10) COc1cccc(S(=O)(=O)N[C@@H]2CC[C@@H](CCn3cc(-c4ccccc4)nn3)O[C@H]2CO)c1
11) COc1ccc(S(=O)(=O)N(C)C)cc1NCC(=O)Nc1cccc(C#N)c1
12) C[C@H]1CN([C@@H](C)CO)C(=O)c2cc(NC(=O)Nc3ccc(F)cc3)ccc2O[C@@H]1CN(C)Cc1ccc(C(F)(F)F)cc1
13) CCC(C)[C@H](NC(=O)N1CCN(c2cccc(C(F)(F)F)c2)CC1)C(=O)OC (stereo partly drawn)
14) Cc1ccc(S(=O)(=O)N2CCN(C(=O)CSCc3ccc(C(C)C)cc3)CC2)cc1
15) CN(C)S(=O)(=O)c1cccc(NC(=S)N2CCCCC2CO)c1 (stereo not drawn)
16) CCCCn1c(SCC(=O)N2CCCCC2)nc2cc(S(N)(=O)=O)ccc21
assay / compound	9	10	11	12	13	14	15	16
esBAF inh	13	-7	-1	-2	-9	9	-4	-3
FN deposit inh	-2	/	/	/	/	-8	-1	-4
Casp6 inh	/	-2	-1	-1	0	0	0	/
LGR2 inh	19	21	4	1	11	9	10	-18
SIRT5 inh	/	12	-2	2	-2	-1	-4	/
Statin myotox sup	0	8	4	1	9	-1	-2	7
S100A4 inh HTS	/	-7	-2	-11	3	-5	-1	/

# The final 2 entries of the section before open the next one:
15) CN(C)S(=O)(=O)c1cccc(NC(=S)N2CCCCC2CO)c1 (stereo not drawn)
16) CCCCn1c(SCC(=O)N2CCCCC2)nc2cc(S(N)(=O)=O)ccc21
17) CCCNC(=O)N1C[C@@H]2[C@H](c3ccccc31)[C@@H](CO)N2C(=O)c1ccccc1
18) CCOc1nc(-c2ccccc2)c2cc(C)ccc2n1
19) CC1=C(C(=O)OCC2CCCO2)C(c2coc3ccccc3c2=O)C2=C(CCCC2=O)N1 (stereo not drawn)
20) COc1ccc(OC)c(NC2c3ccccc3C(=O)N2Cc2ccc3c(c2)OCO3)c1 (stereo not drawn)
21) CNC(=O)CC(=O)Nc1ccccc1C(=O)O
22) CC1CCCCC12NC(=O)N(CC(=O)Nc1ccccc1F)C2=O (stereo not drawn)
23) COc1ccc(C(=O)c2cnc[nH]2)cc1OC
24) O=C(CN(Cc1ccco1)Cc1cccs1)N1CCN(S(=O)(=O)c2cccc(F)c2)CC1
assay / compound	15	16	17	18	19	20	21	22	23	24
esBAF inh	-4	-3	0	-8	/	-8	-4	1	-4	3
FN deposit inh	-1	-4	/	-2	-3	-4	/	4	-1	-5
Casp6 inh	0	/	-2	1	-1	-1	/	-2	1	-2
LGR2 inh	10	-18	20	-22	9	-26	6	-13	-6	1
SIRT5 inh	-4	/	1	-5	-2	0	/	-1	1	-13
Statin myotox sup	-2	7	-1	-20	/	-4	105*	-13	-14	-44
S100A4 inh HTS	-1	/	-7	12	-4	-2	/	-3	-1	-4

25) Cc1cc(NC(=O)NC(C(F)(F)F)C(F)(F)F)no1
26) c1coc(-c2nnc(-c3cccs3)o2)c1
27) CC(C)(C)NC(=O)COC(=O)c1ccccc1Oc1ccccc1
28) c1ccc(-c2[nH]ncc2CN2CCc3ccccc3C2)cc1
29) CCOc1cc(C#N)ccc1OCC(=O)N1CCN(C(=O)c2cccs2)CC1
30) CCCCN(C)C(=O)c1c[nH]c2ccc(S(=O)(=O)N3CCOCC3)cc2c1=O
31) COC(=O)c1c(-c2ccc(OC)cc2)oc2ccc(-c3ccc(OC)nc3)cc12
32) CCN(CC)S(=O)(=O)c1cccc(C(=O)Nc2cccnc2)c1
assay / compound	25	26	27	28	29	30	31	32
esBAF inh	-1	20	/	-8	-4	-10	5	0
FN deposit inh	/	-8	6	5	9	-5	-6	-5
Casp6 inh	-9	/	-2	-1	2	0	1	0
LGR2 inh	17	/	-1	6	/	-3	-9	-13
SIRT5 inh	-5	/	-7	3	0	-2	/	-5
Statin myotox sup	14	11	/	14	9	-1	7	-54
S100A4 inh HTS	0	/	-2	-2	-3	-3	-2	-4

# Fetched one by one from the entries so far (four):
12) C[C@H]1CN([C@@H](C)CO)C(=O)c2cc(NC(=O)Nc3ccc(F)cc3)ccc2O[C@@H]1CN(C)Cc1ccc(C(F)(F)F)cc1
30) CCCCN(C)C(=O)c1c[nH]c2ccc(S(=O)(=O)N3CCOCC3)cc2c1=O
9) O=C(NC1CCCCC1)N(Cc1cc2cc3c(cc2[nH]c1=O)OCCO3)C1CCCCC1
14) Cc1ccc(S(=O)(=O)N2CCN(C(=O)CSCc3ccc(C(C)C)cc3)CC2)cc1
assay / compound	12	30	9	14
esBAF inh	-2	-10	13	9
FN deposit inh	/	-5	-2	-8
Casp6 inh	-1	0	/	0
LGR2 inh	1	-3	19	9
SIRT5 inh	2	-2	/	-1
Statin myotox sup	1	-1	0	-1
S100A4 inh HTS	-11	-3	/	-5

# Next results follow.
33) COc1cc(Br)c(CN2CCCN(C)CC2)cc1OC
34) COc1ccc(C)cc1NC(=O)COC(=O)Cc1ccc(-c2ccccc2)cc1
35) O=C(Cc1cccc2ccccc12)NN1C(=O)CSC1=S
36) C[C@H](CO)N1C[C@H](C)[C@@H](CN(C)Cc2ccc(C(=O)O)cc2)Oc2ncc(-c3ccc(F)cc3)cc2C1=O
37) CO[C@@H]1CC[C@@H]2CCOc3ccc(C#N)cc3C(=O)N(C)CCCC(=O)N(C)C[C@H]1O2
38) CCOC(=O)N1CCC(n2c(SCC(=O)Nc3nccs3)nc3ccsc3c2=O)CC1
39) C[C@@H]1CN([C@@H](C)CO)C(=O)c2cccc(NC(=O)C3CCCCC3)c2O[C@@H]1CN(C)Cc1ccc(C(=O)Nc2ccccc2N)cc1
40) COc1cccc(/C=N\NS(=O)(=O)c2ccccc2)c1OC
assay / compound	33	34	35	36	37	38	39	40
esBAF inh	-13	-4	/	-1	0	4	-21	-3
FN deposit inh	8	13	3	/	-3	2	2	6
Casp6 inh	-19	/	-2	1	4	/	2	-1
LGR2 inh	8	-6	-16	-6	-30	-13	10	-4
SIRT5 inh	-1	/	13	0	7	/	-3	3
Statin myotox sup	-8	5	/	-8	-4	29	-52	6
S100A4 inh HTS	-1	/	26	2	15	/	6	-6

41) CC(C)CC(NS(=O)(=O)c1ccc2c(c1)oc(=O)n2C)C(=O)NC1CCCc2ccccc21 (stereo not drawn)
42) COc1ccc(NC(=O)Nc2ccc3c(c2)C(=O)N([C@H](C)CO)C[C@H](C)[C@H](CN(C)Cc2ccc(Cl)c(Cl)c2)OCCCC[C@@H](C)O3)cc1
43) CCCC(=O)NC(=S)Nc1sc2c(c1C(N)=O)CCC2
44) COc1ccc2c3c(n(C)c2c1)[C@@H](CO)N(Cc1ccc(F)cc1)CC31CCN(CC2CCOCC2)CC1
45) COc1ccc(C(=O)COC(=O)c2ccc3ccccc3n2)cc1
46) C[C@H]1CCCCO[C@H](CN(C)S(=O)(=O)c2cccs2)[C@@H](C)CN([C@@H](C)CO)C(=O)c2cc(NC(=O)CCCN(C)C)ccc2O1
47) CC(C)CN1Cc2ccccc2Oc2cc(Br)ccc2S1(=O)=O
48) COc1ccc(NC(C)=O)cc1NC(C)C(=O)Nc1cccc(S(=O)(=O)N2CCOCC2)c1 (stereo not drawn)
assay / compound	41	42	43	44	45	46	47	48
esBAF inh	-7	1	/	/	8	-1	-7	-4
FN deposit inh	4	/	-30	/	-5	/	-2	-4
Casp6 inh	-2	1	0	2	6	-2	-1	-4
LGR2 inh	0	10	6	14	-7	15	-9	-7
SIRT5 inh	1	-1	-1	-2	/	1	-17	-1
Statin myotox sup	-1	/	/	/	-8	/	4	-6
S100A4 inh HTS	-9	12	-6	4	-6	1	-1	-6

49) CCOC(=O)c1ccc2c(c1)nc(-c1ccc(F)cc1)c1nccn12
50) CC1(C)Cc2c(cnn2-c2ccc(F)cc2)C(NC(=O)CCC(F)(F)F)C1 (stereo not drawn)
51) O=[N+]([O-])c1ccc(NC(=S)N2CCN(S(=O)(=O)c3ccccc3)CC2)cc1
52) CCC(=O)Nc1ccc2c(c1)C(=O)N(C)C[C@H](OC)[C@H](C)CN(C(=O)CC1CC1)[C@H](C)CO2
53) O=C(NCCc1ccccc1)c1nc(-c2cccs2)no1
54) C[C@@H]1CCCCO[C@H](CN(C)Cc2ccccc2)[C@H](C)CN([C@H](C)CO)C(=O)c2cc(NC(=O)Nc3ccccc3)ccc2O1
55) NS(=O)(=O)c1ccc(CCNC(=O)Cc2ccc(S(=O)(=O)N3CCOCC3)s2)cc1
56) CC(C)C(NS(=O)(=O)c1cccc2nsnc12)C(=O)N1CCc2ccccc2C1 (stereo not drawn)
assay / compound	49	50	51	52	53	54	55	56
esBAF inh	-4	2	/	1	/	0	6	1
FN deposit inh	3	-1	17	4	-7	1	-7	9
Casp6 inh	-1	-2	2	/	2	1	1	/
LGR2 inh	9	-7	-11	1	-97	1	-5	/
SIRT5 inh	-4	-2	0	0	0	5	2	/
Statin myotox sup	-3	-1	/	-6	/	/	16	-5
S100A4 inh HTS	4	0	2	-21	-1	-7	0	/

57) COCC(=O)Nc1ccc2c(c1)C(=O)N(C)[C@H]1CC[C@H](CC(=O)NCc3ccccc3)O[C@H]1CO2
58) CN(C)CC(=O)Nc1ccc2c(c1)[C@@H]1C[C@H](CC(=O)NCc3ccccc3)O[C@@H](CO)[C@@H]1O2
59) CCn1c(CCc2ccccc2)nnc1SCC(N)=O
60) CCCCc1nc2cc(C(=O)N3CCC(O)CC3)ccc2o1
61) COc1ccc(NC(=O)CCC(=O)Nc2nnc(C3CCCCC3)s2)cc1
62) CC(C)CC#Cc1cnc2c(c1)C(=O)N([C@H](C)CO)C[C@@H](C)[C@H](CN(C)C(=O)c1ccccc1F)O2
63) CCCSc1ncc(Cl)c(C(=O)Nc2ccc(S(=O)(=O)Nc3ncccn3)cc2)n1
64) CCNC(=S)NC1CC2CCC(C1)N2Cc1ccccc1 (stereo not drawn)
65) CC(=O)N[C@@H]1CC[C@H](CCNC(=O)C2CCC2)O[C@@H]1CO
assay / compound	57	58	59	60	61	62	63	64	65
esBAF inh	5	-5	1	10	/	2	-4	1	5
FN deposit inh	-9	-13	1	1	1	-3	1	2	-7
Casp6 inh	-4	-2	0	0	2	-1	-4	/	1
LGR2 inh	-20	-1	14	-28	0	-12	2	/	4
SIRT5 inh	-1	0	-3	1	-4	-2	-5	/	1
Statin myotox sup	5	-1	5	8	/	1	7	-5	-1
S100A4 inh HTS	8	15	1	1	-4	7	-1	/	8
